Screens (PubChem)
West Nile virus CPE: West Nile virus antiviral activity, cell-based, CPE readout (AID 1621). 290,000 compounds, 0.02% hits. West Nile virus-infected cells, CPE inhibition; higher % means a stronger effect. one-dose CPE inhibition, % at 10 µM; IC50 in µM for titrated hits; in the data active means a potency from the dose series; inconclusive means CPE inhibition mostly from about 3.7% at the one dose, without a potency; inactive means the rest, 99 in 100 with CPE inhibition below about 2.2%; further: strong numbers were not always called active
Salmonella PhoP GFP: inhibitors of PhoP regulon expression, primary screen, Salmonella Typhimurium, GFP reporter (AID 1863) | S. Typhimurium PhoP-regulated promoter GFP reporter, 4 h; higher % means a stronger effect | inhibition, % at 50 µM, or IC50 in µM where a hit was titrated | 300,000 compounds, 0.16% hits;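 active means inhibition over 29.93%, a cutoff 3 SD above the screen mean, later confirmed by dose response; inconclusive means inhibition over 29.93% but no dose response follow-up; inactive means inhibition at most 29.93% or unconfirmed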;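 further: 0% = low Mg2+ inducing control and 100% = high Mg2+ repressing control; strong numbers were not always called active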
P. falciparum M17LAP: P. falciparum M17LAP inhibitors, primary screen, biochemical, fluorogenic H-Leu-NHMec substrate, 1536-well (AID 1619); Leucine aminopeptidase (Plasmodium falciparum (isolate 3D7)); recombinant M17LAP, H-Leu-NHMec fluorogenic kinetic assay; higher % means a stronger effect; inhibition, % at 30 µM; hits with a dose series show IC50 in µM; 220,000 compounds, 0.38% hits;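 active means compound inhibiting the enzyme by more than half at any dose during confirmatory dose-response retesting; inconclusive means strong single-dose inhibitors picked by rank but not retested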;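 further: plate controls were full reaction with DMSO carrier for no effect and no enzyme background for full effect; strong numbers were not always called active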
Yfh1-off respiration: enhancers of respiration in Yfh1-depleted yeast, dose response, Friedreich's ataxia, plus single-dose screen (AID 1465). 220,000 compounds, 0.074% hits. fold induction at 50 µM; hits with a dose series show EC50 in µM. S. cerevisiae Yfh1-off respiration, WST-1 reduction, 72 h; higher fold induction means a stronger effect;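 active means fold induction of absorbance versus untreated yeast above a set limit, then at least 30% activation at any dose in follow-up; inconclusive means repeats straddling the limit, or above it without dose testing; inactive means fold induction below the set limit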;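 further: activators that raise dye reduction in frataxin-depleted yeast; strong numbers were not always called active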
XIAP displacement: XIAP antagonists, biochemical, IAP family, fluorescence polarization (AID 1018); XIAP BIR domain, fluorescence polarization peptide displacement; higher % means a stronger effect; displacement, % at 20 µM, or IC50 in µM where a hit was titrated; 200,000 compounds, 0.007% hits; in the data active means displacement above about 50%; further: a part of the inactive calls stands beside numbers as strong as those of hits
CSM14.1 death rescue: rescue of cells from ER stress-induced death, primary screen, 384-well, CSM14.1, thapsigargin, ATP luminescence (AID 1222); CSM14.1 thapsigargin-induced death rescue, ATP luminescence; higher % means a stronger effect; cellular ATP content (survival), % at 20 µM, or EC50 in µM where a hit was titrated; 190,000 tested, under 10 active;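 active means EC50 below 50 µM in the dose-response confirmation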;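 further: death triggered by thapsigargin at about 15 µM added after 2 h compound pretreatment; cell ATP read after overnight thapsigargin exposure of roughly 18 to 22 hours; normalized against plate controls of thapsigargin alone and 5% DMSO vehicle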
M1AAP inhibition: P. falciparum M1AAP inhibitors, biochemical, fluorogenic H-Leu-NHMec substrate, 1536-well (AID 1445) | Aminopeptidase N (Plasmodium falciparum (isolate 3D7)) | recombinant M1AAP, H-Leu-NHMec fluorogenic kinetic assay; higher % means a stronger effect | inhibition, % at 30 µM; hits with a dose series show IC50 in µM | 220,000 compounds, 0.42% hits;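 active means primary inhibition above the hit cutoff, then over 50% inhibition at one or more dose response concentrations, cut at about 23% in these data, passing the limit was not always enough; inconclusive means conflicting primary data, or primary hits not chosen for dose response; inactive means low primary inhibition, or under 50% at every dose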;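 further: plate controls were DMSO full reaction for no effect and no enzyme background for full effect; strong numbers were not always called active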
PMI inhibition: human PMI inhibitors, high substrate, primary screen, biochemical, fluorescence intensity, high mannose 6-phosphate (AID 1220). recombinant PMI enzyme, coupled fluorescence intensity; higher % means a stronger effect. inhibition, % at 20 µM; hits with a dose series show IC50 in µM. 190,000 compounds, 0.66% hits; in the data active means inhibition above about 50%
SIAH1 antagonists: Siah-1 peptide-binding antagonists, primary screen, biochemical, fluorescence polarization, rhodamine-plectin, uHTS (AID 1817) | E3 ubiquitin-protein ligase SIAH1 (Homo sapiens) | Siah-1 / rhodamine-plectin peptide fluorescence polarization; higher % means a stronger effect | one-dose displacement, % at 20 µM; IC50 in µM for titrated hits | 290,000 compounds, 0.02% hits;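 active means displacement of at least 50% at 20 µM, with a fluorescence ratio check between 0.3 and a set limit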;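 further: plate controls were Siah plus tracer with DMSO for no effect and tracer alone without Siah for full effect; strong numbers were not always called active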
The depositor's hits bear a star; i = inactive; ? = inconclusive; / = not tested or not shown. A portion of the library; rates above refer to the full screens.

compound | West Nile virus CPE | Salmonella PhoP GFP | P. falciparum M17LAP | Yfh1-off respiration | XIAP displacement | CSM14.1 death rescue | M1AAP inhibition | PMI inhibition | SIAH1 antagonists
COc1cccc(NC(=O)N2CCC3(CC2)OCCO3)c1 | 0.9% | -6% | -19% | i | -10% | -3.2% | 5% | 1% | 14%
CC(=O)N1CCC2(CC1)CC(=O)c1cc(OCC(=O)N3CCN(C)CC3)ccc1O2 | -0.5% | 12% | -172% | i | 1.2% | -0.1% | 4% | -3% | -3%
O=c1cccc2n1CC1CC2CN(Cc2ccc3c(c2)OCO3)C1 (centres undefined) | -0.4% | / | / | i | 1.3% | 1.9% | / | -12% | 6%
CN1CCN(CC(=O)Nc2ccc(Cl)cc2C(=O)c2ccccc2)CC1 | 0.2% | -10% | 7% | i | 0.2% | -1.5% | 15% | -2% | 0%
COc1ccc(CC(=O)N2CCN(C)CC2)cc1 | -0.2% | -3% | 3% | i | -4.0% | -0.2% | 7% | 15% | 4%
NC(=O)C(CC(=O)O)NC(=O)[C@@H]1CCCCNc2c(I)cc([N+](=O)[O-])cc2C(=O)N[C@@H](CO)C(=O)NCC(=O)N1 (some centres undefined) | 0.4% | 11% | ? | i | -7.3% | -1.7% | 8% | 3% | 3%
Cc1c(C=O)c2ccccc2n1Cc1ccc([N+](=O)[O-])cc1 | -1.4% | 4% | -1% | i | 0.1% | 3.9% | 2% | -7% | -5%
CC(C)c1cccc(C(C)C)c1OCCn1ccnc1 | -0.8% | -1% | -1% | i | -4.6% | -0.5% | 6% | 0% | 4%
CCC(C)n1c(O)c(C(c2ccccn2)c2c(O)n(C(C)CC)c(=S)[nH]c2=O)c(=O)[nH]c1=S (centres undefined) | 0.3% | 35% | 4% | i | -0.6% | -3.3% | 6% | -8% | 3%
Cc1ccc(N2C(=O)NC(=O)/C(=C\c3cnc(-c4ccccc4)nc3)C2=O)cc1 | -0.6% | -29% | 18% | i | -4.4% | 0.9% | 9% | -8% | -1%
COC(=O)C(O)(c1c(C)[nH]c2ccccc12)C(F)(F)F (centres undefined) | -0.2% | -1% | 4% | i | -0.5% | -0.4% | 2% | -4% | 1%
CC(C)CCn1c(=O)c(C(=O)Nc2ccccc2S(N)(=O)=O)c(O)c2ccccc21 | 0.6% | 11% | 14% | i | -3.1% | 0.7% | ? | 8% | -1%
N/C(=N\[N+](=O)[O-])NCCCC(NC(=O)CNC(=O)c1ccccc1)C(=O)O (centres undefined) | 0.3% | 6% | 24% | i | -7.1% | -0.2% | 3% | 7% | 15%
CC(=NCc1cccnc1)c1c(O)n(-c2ccc(C)cc2)c(=O)[nH]c1=O | 0.1% | 9% | -12% | i | -1.7% | 1.2% | -1% | -1% | -5%
Cc1ccc(OCC(=O)N2CCN(CC3CC4C=CC3C4)CC2)cc1 (centres undefined) | -0.2% | -4% | 9% | i | -0.1% | -4.4% | 2% | 12% | 6%
Cc1cc(C(=O)C[N+]23CCN(CC2)CC3)c(C)n1-c1ccc(Br)cc1 | 0.1% | 7% | 0% | i | 1.2% | -2.0% | 0% | -5% | 13%
CCCCn1nc(C)c(C(=O)O)c1Cl | 0.3% | -6% | -14% | i | / | / | 0% | / | 6%
O=[N+]([O-])c1cc(F)c(N2CCCCCC2)cc1N1CCNCC1 | ? | 3% | 5% | i | -10% | -3.6% | 7% | 18% | 3%
O=C(N/N=C/c1c(O)n(CCc2ccccc2)c(=O)[nH]c1=O)c1ccncc1 | 0.5% | -11% | 45% | i | -7.4% | 2.1% | 38µM* | -28% | 5%
O=C(O)Cn1cc(/C=C2\C(=O)NC(=O)N(Cc3ccco3)C2=O)c2ccccc21 | -0.6% | -4% | 51% | i | -3.4% | / | 22% | -7% | 0%
CC1CCCC(C2(O)C(=O)Nc3ccccc32)C1=O (centres undefined) | 0.1% | -20% | -12% | i | -2.6% | -1.3% | 33% | 15% | 1%
CCOP(=O)(OCC)c1ccc(O)cc1 | 0.6% | 9% | -1% | i | -3.4% | -2.8% | -4% | -11% | -2%
O=C(C(=O)N1CCOCC1)c1cn(Cc2ccc(F)cc2)c2ccccc12 | -0.5% | 1% | 7% | i | / | / | 7% | / | 1%
CCOC(=O)CSCCOc1ccc(C=C2C(=O)NC(=O)NC2=O)cc1OC | 0.1% | 0% | 40% | i | -2.1% | -0.2% | 9% | -10% | -5%
Cc1cccc(N2CCN(CCc3ccccc3)CC2)c1C | / | 22% | 20% | / | -3.4% | -1.1% | 8% | -6% | -3%

Given as labelled records: 3 of the compounds above.
O=[N+]([O-])c1cc(F)c(N2CCCCCC2)cc1N1CCNCC1
  West Nile virus CPE = ? | Salmonella PhoP GFP = 3% | P. falciparum M17LAP = 5% | Yfh1-off respiration = i | XIAP displacement = -10% | CSM14.1 death rescue = -3.6% | M1AAP inhibition = 7% | PMI inhibition = 18% | SIAH1 antagonists = 3%
O=C(N/N=C/c1c(O)n(CCc2ccccc2)c(=O)[nH]c1=O)c1ccncc1
  West Nile virus CPE = 0.5% | Salmonella PhoP GFP = -11% | P. falciparum M17LAP = 45% | Yfh1-off respiration = i | XIAP displacement = -7.4% | CSM14.1 death rescue = 2.1% | M1AAP inhibition = 38µM* | PMI inhibition = -28% | SIAH1 antagonists = 5%
O=C(O)Cn1cc(/C=C2\C(=O)NC(=O)N(Cc3ccco3)C2=O)c2ccccc21
  West Nile virus CPE = -0.6% | Salmonella PhoP GFP = -4% | P. falciparum M17LAP = 51% | Yfh1-off respiration = i | XIAP displacement = -3.4% | CSM14.1 death rescue = / | M1AAP inhibition = 22% | PMI inhibition = -7% | SIAH1 antagonists = 0%

The list goes on.
compound | West Nile virus CPE | Salmonella PhoP GFP | P. falciparum M17LAP | Yfh1-off respiration | XIAP displacement | CSM14.1 death rescue | M1AAP inhibition | PMI inhibition | SIAH1 antagonists
COC(=O)c1ccc(N2CCN(C)CC2)c([N+](=O)[O-])c1 | -0.1% | 6% | 5% | i | -2.5% | -1.8% | 4% | 5% | -2%
CN(C)S(=O)(=O)c1cc(NC(=O)C[N+]23CCN(CC2)CC3)ccc1Cl | -0.6% | -11% | 1% | i | -3.9% | -1.8% | 1% | 6% | 0%
CC1(C)OC(c2ccccc2)=C/C(=C/C=C2C(=O)NC(=O)NC2=O)O1 | -0.2% | -17% | 3% | i | -15% | 4.2% | 0% | 11% | -2%
Cc1cccc(OP(=O)(NCc2ccccc2)Oc2cccc(C)c2)c1 | -0.5% | 12% | -7% | i | -8.6% | 0.3% | 4% | 8% | -2%
CN(C)c1ccc(NC(=O)CN2C(=O)CN=C(c3ccccc3)c3ccccc32)cc1 | -0.4% | -3% | 8% | i | -4.3% | 2.2% | 13% | 10% | 0%
CCOC(=O)C1(CCc2ccccc2)CCN(C2CCSCC2)CC1 | -1.1% | 1% | 7% | i | -1.2% | -1.1% | 3% | 9% | -1%
O=C(Cc1ccccc1)N1CCN(Cc2cccc(Br)c2)CC1 | -0.6% | -6% | 8% | i | / | / | -1% | / | 8%
COc1ccc(F)cc1C(=O)C1CCCN(Cc2cnc(C)s2)C1 (centres undefined) | -1.2% | 7% | -1% | i | -1.9% | 1.0% | 3% | 12% | 5%
Nc1c(C(=O)NCCN2CCOCC2)c2nc3ccccc3nc2n1Cc1ccccc1 | 0.0% | 2% | -5% | i | / | / | ? | / | -6%
C=CCn1c(O)c(/C=N/NC(=O)CCCC)c(=O)[nH]c1=S | -0.1% | -2% | 5% | i | -2.2% | -0.4% | 5% | 15% | -8%
CCCCCCn1c(=O)c(C(=O)Nc2nc(CC(=O)OCC)cs2)c(O)c2ccccc21 | 0.2% | -7% | -7% | i | / | / | 3% | / | -4%
CN(C)C(=Nc1ccccc1)P(=S)(N(C)C)N(C)C | 0.8% | 4% | -4% | i | -5.5% | -2.3% | -2% | -11% | 5%
O=C(Nc1cccnc1)c1c(O)c2c(n(Cc3ccccc3)c1=O)CCCC2 | 0.3% | -2% | -3% | i | 2.2% | 0.6% | 6% | 2% | 0%
O=C(O)CN1C(=O)CN=C(c2ccccn2)c2cc(Cl)ccc21 | -0.4% | 0% | 15% | i | / | / | 3% | / | -3%
COc1cc(OC)cc(-n2nc(C(=O)N3CCC4(CC3)OCCO4)c3ccccc3c2=O)c1 | 0.5% | -14% | 8% | i | 4.3% | -2.6% | 7% | 6% | 3%
CCOC(=O)c1c(/N=C/c2c(O)n(-c3cccc(C)c3)c(=O)[nH]c2=O)sc2c1CCCC2 | 0.2% | -34% | 16% | i | -9.9% | 0.5% | 6% | 15% | -3%
O=P(NS(=O)(=O)c1ccc(Br)cc1)(Oc1ccccc1)Oc1ccccc1 | 0.4% | -9% | 30µM* | i | -1.2% | -1.2% | 18% | -22% | -1%
Cc1ccc(C)c(C2(O)CC(C)N(C)CC2C)c1 (centres undefined) | 0.3% | -8% | 12% | i | -5.6% | -2.3% | 12% | 4% | 0%
CC(=Nc1ccc2c(c1)CCC2)c1c(O)n(-c2ccccc2)c(=O)[nH]c1=O | 0.4% | 0% | 8% | i | / | / | -1% | / | -2%
CN1C(=O)C(=Cc2ccccc2OCCOc2ccc([N+](=O)[O-])cc2)C(=O)N(C)C1=O | 0.8% | -5% | 15% | i | -4.2% | 0.3% | 21% | -31% | -3%
CCC(C)(C)n1nnnc1CN1CCC(n2c(C)nc3cc(C(F)(F)F)ccc32)CC1 | 0.1% | 0% | 3% | i | -3.0% | -0.2% | 13% | -10% | -2%
CCOP(=O)(OCC)C(O)c1ccc(OC)cc1OC (centres undefined) | 1.5% | -6% | 4% | i | 3.3% | -6.4% | -2% | -2% | 9%
O=C(Cn1c(=S)[nH]c2ccccc2c1=O)N1CCC2(CC1)OCCO2 | 0.1% | 4% | -8% | i | -1.3% | -1.7% | 2% | -7% | 1%
O=C1CC[C@@]2(O)[C@H]3Cc4ccc(O)c5c4[C@@]2(CCN3CC2CC2)[C@H]1O5 | 0.0% | -1% | 0% | i | -7.8% | -1.4% | 12% | -5% | 5%
S=P(Nn1cnnc1)(c1ccccc1)c1ccccc1 | -0.2% | -3% | -2% | i | -5.8% | -2.0% | 5% | -2% | -1%
CC[N+]12CCC(CC1)C(=C(c1ccccc1)c1ccccc1)C2 | 0.0% | -11% | -8% | i | -5.7% | -1.9% | 1% | -4% | -2%
